Source: PubChem (National Center for Advancing Translational Sciences (NCATS))
USP2a block = USP2a (human) protease inhibition; USP2 core, Ub-CHOP2 coupled fluorogenic reporter, 485/531; Potency, µM (top dose mostly 38.3 µM), without a hit: at the highest dose activity change, negative = inhibition, usual class: inhibitors; O75604; AID 463254; 0.01% of 330,000 active;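 further: potency means the concentration at half of the fitted maximal effect; plate controls were DMSO wells for no effect and full inhibition by NEM control for full effect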
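USP2 core (10nM final) preincubated 30min RT with compound in 20mM Tris-HCl pH 8.0, 2mM CaCl2, 2mM beta-mercaptoethanol, 0.05% CHAPS; 25nM Ub-CHOP2 plus 25nM reporter substrate added, fluorescence (Ex485/Em531) read after 60min.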
S-ASM inh = blocks human secretory acid sphingomyelinase | P17405 | placental ASM, HMU-PC fluorogenic substrate, 60 min | Potency, µM (titrated, usually from 57.5 µM), without a hit: at the highest dose activity change, negative = inhibition, actives largely listed as inhibitors | 0.006% of 340,000 active | AID 504937; further: potency means the concentration at half of the fitted maximal effect
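Fluorescence read-out (Ex 386 nm, Em 447 nm) after stopping the reaction at pH 10. Enzyme: ASM from human placenta; substrate HMU-PC0, 9 uM final; 60 min, 37 °C. Compound preincubation 10 min, ambient temperature.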
GALK inhibitor = galactokinase (human) inhibition; Potency, µM (doses to about 57.5 µM), inactives show at the highest dose activity change, negative = inhibition, actives largely listed as inhibitors; AID 1868; Purified GALK, Kinase-Glo residual ATP luminescence; P51570; 0.007% of 270,000 active; further: potency means the concentration at half of the fitted maximal effect; on the % scale 0 is the no-effect control and ±100 the full control effect
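Luminescence from leftover ATP (Ultra-Glo luciferase/luciferin) served as read-out after a 1 h room-temperature reaction of 5 nM GALK with 35 uM ATP and 100 uM galactose.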
Menin-MLL TR inh = inhibitors of human menin-MLL interaction, mutant MLL peptide | Menin + Texas Red MLL mutant peptide, fluorescence polarization | Potency, µM (doses to about 61.6 µM), for the others: top-dose FP activity change, negative = inhibition, usual class: inhibitors | AID 1768 | O00255 | 0.23% of 270,000 active; active means well fitted inhibition curve with a large enough effect in the polarisation, with a control signal flat, not every such curve was filed as active; inconclusive means small, poorly fitted or top-dose-only effect, or effect the other way, or a change in a side signal; inactive means no such curve, though single readings can be large or run the other way; the % refers to the polarisation; further: potency means the concentration at half of the fitted maximal effect; % of control where 0% means no effect; many of its hits are not listed in these tables
PKM2 activator = PKM2 (human) enzyme activation. purified PKM2, Kinase-Glo ATP luminescence, activation; response scale: 0% is enzyme alone, no compound. AID 1631. P14618. Potency, µM (top dose mostly 57.5 µM), without a hit: top-dose activation, actives largely listed as activators. 0.34% of 260,000 active; further: potency means the concentration at half of the fitted maximal effect; on the % scale 0 is the no-effect control and ±100 the full control effect; nearly all actives have a fitted effect of over 55% in size
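hPK-M2, >95% pure; 0.1 mM ADP / 0.5 mM PEP final; imidazole pH7.2 buffer w/ 7 mM MgCl2, 50 mM KCl; 1 h RT; Kinase-Glo lum. Intermediate enzyme activity for dual inhibitor/activator qHTS.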
MBNL1-CUG inh = MBNL1-poly(CUG) RNA binding inhibition. Q9NR56. TR-FRET MBNL1-His/biotin-(CUG)12 binding, 665/545 ratio. Potency, µM (series often up to 57.5 µM), for inactives: at the top dose activity change, negative = inhibition, actives largely listed as inhibitors. 0.036% of 280,000 active. AID 2675; active means well fitted inhibition curve with a large enough effect in the signal ratio, with a control signal flat, not every such curve was filed as active; inconclusive means small, poorly fitted or top-dose-only effect, or effect the other way, or a change in a side signal; inactive means no such curve, though single readings can be large or run the other way; the % refers to the signal ratio; further: potency means the concentration at half of the fitted maximal effect; on the % scale 0 is the no-effect control and ±100 the full control effect
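TR-FRET readout: Ex 340 nm, 665/545 nm emission ratio, normalized to buffer-only (basal) and MBNL1-(CUG)12 controls. Complex of MBNL1-His with Biotin-(CUG)12, compounds 92 nM–58 uM, incubated 60 min at room temperature.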
TSHR antag = blocks TSH signaling through the human TSH receptor; P16473; TSHR-expressing cells, TSH-stimulated cAMP HTRF, 2 h; active compounds read low; activity change, negative = inhibition, % at 11.5 µM; 0.2% of 330,000 active;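 active means activity change below a set negative limit, meaning inhibition stronger than a set level, cut at about -70% in these data; inconclusive means activity change between two set negative limits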; further: on the % scale 0 is the no-effect control and ±100 the full control effect
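Inhibition of cAMP made by TSHR-expressing cells under TSH stimulation (4nM final, EC80; 2 h, 37 deg C) is quantified with a one-step lysis HTRF kit, anti-cAMP cryptate versus cAMP-d2.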
Eya2 inh = Eya2 (human) phosphatase inhibition. 0.006% of 330,000 active. recombinant Eya2, OMFP fluorescence dephosphorylation (OMFP is methylfluorescein phosphate). O00167. Potency, µM (doses to about 76.9 µM), without a hit: at the top dose activity, negative = inhibition, hits mostly inhibitors; further: potency means the concentration at half of the fitted maximal effect; on the % scale 0 is the no-effect control and ±100 the full control effect
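Eya2 protein (added as 0.2 uM solution) was preincubated with compound for 10 min at ambient temperature in 50 mM HEPES pH 7.5, 50 mM NaCl, 5 uM MgCl2, 0.05% BSA, 1 mM DTT. OMFP (added at 50 uM) then reacted 10 min; fluorescence read at 485/525 nm.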
Mito fusion act = mitochondrial division inhibition or fusion activation. 0.23% of 320,000 active. AID 485298. S. cerevisiae fusion-defective mutant growth rescue, CellTiterGlo 48 h. Potency, µM (top dose mostly 46.1 µM), for the others: at the top dose growth rescue (activation), usual class: activators;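 further: potency means the concentration at half of the fitted maximal effect; % of control where 0% means no effect; nearly all actives have a fitted effect of over 45% in size; temperature-sensitive fusion mutants such as fzo1-1 at 37 °C on non-fermentable ethanol glycerol medium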
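Temperature-sensitive fusion-defective S. cerevisiae (e.g. fzo1-1, mgm1-5) were grown with compound in YPEG medium (3% ethanol, 3% glycerol) for 48 hours at 37C. Growth rescue was measured as viability by CellTiterGlo luminescence after 10 minutes at ambient.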
KCNH2 WT inh = KCNH2 (human, wildtype) channel inhibition | Q12809 | U2OS, BacMam KCNH2, thallium flux FluxOr; active compounds read low | activity change, % at 1.84 µM | 0.37% of 340,000 active;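 active means maximum activity change below -70%; inconclusive means maximum activity change between -70% and -50%; inactive means maximum activity change above -50%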; further: on the % scale 0 is the no-effect control and ±100 the full control effect
Target sequence (Q12809 whole entry, looked up): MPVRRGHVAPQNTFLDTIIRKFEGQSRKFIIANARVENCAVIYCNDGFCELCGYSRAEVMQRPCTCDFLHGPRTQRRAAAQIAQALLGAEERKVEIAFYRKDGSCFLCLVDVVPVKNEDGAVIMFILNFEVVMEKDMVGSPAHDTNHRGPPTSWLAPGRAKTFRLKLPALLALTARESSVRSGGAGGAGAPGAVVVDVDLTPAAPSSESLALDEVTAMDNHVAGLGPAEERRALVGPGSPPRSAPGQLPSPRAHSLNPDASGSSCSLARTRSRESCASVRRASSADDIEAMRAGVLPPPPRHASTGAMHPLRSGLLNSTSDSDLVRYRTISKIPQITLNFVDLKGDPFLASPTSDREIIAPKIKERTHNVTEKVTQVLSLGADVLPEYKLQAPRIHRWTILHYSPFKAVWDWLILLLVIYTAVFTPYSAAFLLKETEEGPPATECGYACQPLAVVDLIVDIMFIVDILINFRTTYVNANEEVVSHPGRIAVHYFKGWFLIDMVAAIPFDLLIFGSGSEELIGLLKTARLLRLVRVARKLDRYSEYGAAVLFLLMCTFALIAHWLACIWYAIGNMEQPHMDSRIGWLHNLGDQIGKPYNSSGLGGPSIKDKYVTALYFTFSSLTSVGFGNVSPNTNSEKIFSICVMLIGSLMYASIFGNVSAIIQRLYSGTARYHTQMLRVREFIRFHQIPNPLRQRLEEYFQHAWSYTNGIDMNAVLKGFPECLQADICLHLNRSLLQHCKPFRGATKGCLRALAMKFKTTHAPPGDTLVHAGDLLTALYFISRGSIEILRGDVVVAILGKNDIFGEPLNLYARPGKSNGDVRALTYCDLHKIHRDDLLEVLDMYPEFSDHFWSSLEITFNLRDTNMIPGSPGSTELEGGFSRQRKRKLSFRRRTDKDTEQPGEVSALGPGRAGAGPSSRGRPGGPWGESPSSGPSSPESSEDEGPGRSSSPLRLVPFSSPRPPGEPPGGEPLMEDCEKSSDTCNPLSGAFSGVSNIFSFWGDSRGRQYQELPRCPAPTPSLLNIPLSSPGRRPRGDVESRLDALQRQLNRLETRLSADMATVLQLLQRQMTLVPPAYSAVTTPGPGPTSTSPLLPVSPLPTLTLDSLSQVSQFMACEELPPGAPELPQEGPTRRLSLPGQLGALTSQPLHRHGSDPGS
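U2OS cells were transduced with wild-type KCNH2 virus (2.03 x 10^8 / mL) for 4 h at room temperature, then cultured overnight at 37 C. Thallium flux was read with FluxOr dye. Rate constants were normalized to DMSO controls.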
BCR signal inh = inhibitors of chronic active B-cell receptor signaling; ABC-DLBCL IkBa-CBG/CBR reporter, luminescence ratio, 4 h; Potency, µM (doses to about 46.1 µM), for the others: top-dose ratio change, negative = lower green/red ratio, hits mostly inhibitors; 0.05% of 340,000 active; AID 493014; active means well fitted inhibition curve with a large enough effect in the signal ratio, with a control signal flat, not every such curve was filed as active; inconclusive means small, poorly fitted or top-dose-only effect, or effect the other way, or a change in a side signal; the % refers to the signal ratio;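 further: potency means the concentration at half of the fitted maximal effect; plate controls were basal doxycycline-induced cells for no effect and cells given 10 µM MG132 for full effect; MG132 reads +100%, hits lower the ratio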
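Cell line TMD8 (human ABC DLBCL), stably expressing tet-inducible CBG68-IkBa fusion and CBR; IMDM/0.5% FBS; cpd up to 46 uM; dox induction, 4 h, 37C/5% CO2; dual luminescence; green/red ratio; MG132 control.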
The depositor's hits bear a star; u = inconclusive; x = not tested or not shown; [ ] = another dose, or the depositor's remark. Unless noted, the call rests on the fitted dose curve; in most records, active means well fitted curve in the direction sought with a large enough effect; inconclusive means small, poorly fitted or top-dose-only effect, or another doubt; inactive means no such curve, though single readings can be large; an effect the other way counts as inactive or inconclusive. The list is partial. The share of hits here may be higher or lower than overall.

SMILES	USP2a block	S-ASM inh	GALK inhibitor	Menin-MLL TR inh	PKM2 activator	MBNL1-CUG inh	TSHR antag	Eya2 inh	Mito fusion act	KCNH2 WT inh	BCR signal inh
CCCCOc1ccc(C(=O)NCC(=O)NCC(c2ccco2)N2CCCCC2)cc1 (stereo unspecified)	0%	x	x	x	x	x	6	7%	-4%	12	2%
COc1ccc(-c2cc3ccccc3n2CC(O)CN2CCOCC2)cc1 (stereo unspecified)	-8%	0%	1%	7%	-1%	-1%	-7	-11%	-3%	2	4%
CCOc1ccccc1NC=C1C(=O)OC(C)(C)OC1=O	-1%	-2%	2%	-7%	-4%	-5%	12	-7%	3%	7	u
O=C(NC1CC1)c1cccc(Nc2ccc(-c3ccc4c(c3)OCCO4)nn2)c1	0%	-6%	-1%	4%	-6%	26%	-21	-1%	-2%	-8	u
COCCCN1CC(=O)N2C(c3cccc(OC)c3)c3[nH]c4ccccc4c3C[C@H]2C1=O (stereo partly specified)	2%	5%	-2%	u	x	-12%	21	-3%	2%	0	-8%
NS(=O)(=O)c1ccc(CCNC(=O)CSc2cccs2)cc1	2%	1%	0%	2%	12%	-16%	5	2%	4%	8	0%
COc1ccc(C(=O)NN(C)c2nc(-c3ccccc3)cc(C)c2S(C)(=O)=O)cc1	3%	-7%	0%	7%	7%	-2%	-3	14%	-1%	0	3%
Cc1ccccc1-c1n[nH]c(=S)n1/N=C/c1c(C)nn(-c2ccccc2)c1C	1%	0%	1%	-2%	-4%	-2%	-30	3%	-8%	-19	3%
S=c1[nH]nc(-c2ccc3ncccc3c2)n1-c1ccc2c(c1)OCCO2	-6%	-3%	-1%	3%	-6%	x	0	6%	27%	-1	-15%
CC1Nc2ncnc(N3CCN(c4ccccn4)CC3)c2N(Cc2ccccc2)C1=O (stereo unspecified)	0%	5%	x	x	x	x	-6	16%	-5%	11	-19%
CC(Sc1nnc(C(C)N(C)C)n1-c1ccc(Cl)cc1)C(=O)Nc1ccc2c(c1)OCO2 (stereo unspecified)	-10%	-2%	0%	-3%	0%	-17%	9	-18%	0%	-4	0%
Cc1ccc(S(=O)(=O)CCc2nc3ccccc3s2)cc1	3%	2%	-3%	-18%	-5%	-1%	-6	3%	0%	-5	u
C[C@H](O)c1[nH]c2cc(F)ccc2c1[C@H](C)O	1%	3%	x	34%[activator]	2%	3%	5	3%	0%	-1	4%
COc1ccc(CN2C(=O)CN=C2Nc2ccc(C)cc2C)cc1	3%	-1%	-2%	18%	0%	2%	15	7%	0%	0	5%
CCOC(=O)Nc1nnc(-c2cccc(OC)c2)s1	1%	1%	0%	-13%	-3%	2%	-11	-4%	14%	-4	6%
O=C(O)c1cc(S(=O)(=O)Nc2ccc3cn[nH]c3c2)ccc1Cl	7%	9%	x	x	x	x	-1	-24%	x	-2	5%
Cc1ccc(S(=O)(=O)N2CCC[C@H]2C(=O)OCCN2C(=O)c3ccccc3C2=O)cc1	1%	-1%	x	x	x	x	25	28%	4%	-6	6%
COc1ccc(C(C)=O)cc1COC(=O)Cn1cnc2ccccc2c1=O	-1%	-3%	0%	2%	-1%	u	0	-1%	2%	11	-1%
CCn1nc(NC(=O)c2cccs2)c2cc3ccccc3nc21	3%	130%[activator]	-2%	50%[activator]	-5%	u	-12	-12%	8%	-10	u
O=C(c1sccc1-c1ccccc1)N1CCN(S(=O)(=O)c2ccccc2F)CC1	-2%	4%	x	x	x	x	-7	16%	12%	20	17%
Cn1c(CNC(=O)c2ccccc2F)nnc1SCCOc1ccccc1	1%	2%	0%	-12%	-2%	-3%	-5	1%	-2%	-22	-2%
COc1ccc(-n2nc(N)c3c(=O)oc(N(C)C)nc32)cc1	0%	0%	-3%	6%	5%	-4%	-5	-5%	1%	-14	9%
O=C1CCC([N+](=O)[O-])C(c2cccc([N+](=O)[O-])c2)N1 (stereo unspecified)	0%	-6%	-1%	2%	1%	19%	2	18%	-5%	-33	3%
Cc1ncc(CO)c(/C=N/NC(=S)Nc2cccc(Cl)c2)c1O	3%	416%[activator]	4%	u	0%	17%	-17	-4%	4%	2	2%
CN(Cc1ccco1)C(=O)Cn1cc(S(=O)(=O)N2CCCC2)c(S(=O)(=O)N2CCCC2)c1	4%	2%	2%	0%	x	-4%	17	3%	2%	-1	-1%
CCN1C(=O)CC(n2c(C)nc3ccccc32)C1=O (stereo unspecified)	1%	0%	1%	1%	2%	2%	1	11%	1%	1	u
CCc1cc2c(=O)n(CC(C)C)cnc2s1	0%	6%	x	-4%	-7%	2%[11.5 µM]	-1	-4%	7%	-21	u
C[C@@H]1CN([C@@H](C)CO)C(=O)c2cc(N(C)C)ccc2O[C@@H]1CN(C)S(C)(=O)=O	5%	16%	x	x	x	x	5	-4%	x	-5	-1%
COc1ccc(C(C[N+](=O)[O-])c2c(-c3ccccc3)cc3ccccn23)cc1 (stereo unspecified)	6%	24%	6%	24%	-2%	u	-2	25%	u	5	2%
O=C(CSc1nnc2scc(-c3ccccc3)n12)Nc1nsc(-c2ccccc2)n1	0%	-3%	0%	2%	1%	56%[activator]	4	0%	2%	2	7%
COc1cc(NC(=O)CSc2nc(C3CC3)nc3ccccc23)cc(OC)c1	3%	-2%	-4%	16%	-13%	0%	9	3%	-3%	3	-18%
COc1ccc(CC(=O)N/N=C(\C)CC(=O)Nc2ccc3c(c2)OCCO3)cc1OC	2%	-2%	-3%	-2%	x	-2%	5	-2%	1%	2	-8%
CCN(CC(O)CON=C1c2ccccc2-c2ccccc21)S(=O)(=O)c1ccc(Cl)cc1 (stereo unspecified)	-4%	-18%	0%	6%	-1%	1%	8	-6%	11%	5	u
COc1ccc(CNC(=O)C2CCN(S(=O)(=O)N3CCCC3)CC2)c(OC)c1	3%	4%	1%	-18%	-1%	-8%	-14	7%	-5%	-10	-5%
O=C(NCCCN1CCOCC1)c1ccc(S(=O)(=O)Nc2ccccc2)cc1	0%	2%	x	x	x	x	17	4%	4%	2	-1%
COc1ccc2c(CC(=O)Nc3ccc(OC)nc3)coc2c1	0%	1%	10%	6%	-1%	-4%	5	-13%	-4%	-4	1%
O=C(c1cccc(F)c1)N1CCC2(CC1)NCCc1[nH]cnc12	5%	5%	1%	x	x	-2%	3	-3%	-3%	3	-10%
O=C(OCc1nnc(-c2ccccc2)o1)c1ccc([N+](=O)[O-])s1	1%	-1%	x	x	x	x	21	u	-28%	2	4%
CSCCC(NS(=O)(=O)c1ccc(Cl)cc1)C(=O)O (stereo unspecified)	-1%	9%	15%	18%	7%	-1%	-4	-10%	-1%	2	-1%
CCc1ccccc1OCc1nc2ccc(S(=O)(=O)N3CCOCC3)cc2[nH]1	1%	-4%	4%	12%	24%	-4%	4	-10%	-1%	7	u
O=C1CC(N(C(=O)c2ccco2)c2cccc(Cl)c2)C(=O)N1c1cccc(Cl)c1 (stereo unspecified)	4%	-2%	-2%	0%	-4%	-3%	0	-5%	-4%	11	-15%
CCOc1cc(-c2nnc(NC(=O)C3=COCCO3)o2)cc(OCC)c1OCC	0%	0%	x	x	x	x	-2	16%	0%	-1	-6%
COc1ccc(NC(=O)Cc2ccccc2F)cc1S(=O)(=O)N1CCCCC1	0%	0%	x	x	x	x	-31	4%	-1%	12	1%
CCCNNC(=O)C(O)(c1cccc(C)c1)c1cccc(C)c1	3%	4%	0%	7%	1%	-7%	4	-5%	-3%	-17	0%
CC(=O)Oc1ccc(NC(=O)Cc2ccccc2)cc1	-1%	1%	-5%	15%	-12%	2%	1	2%	-1%	-6	-2%
CC1(C)CC(NC(=S)NC2CC2)CC(C)(C)N1	-1%	-1%	0%	8%	0%	-6%	-1	-3%	3%	6	7%
